High-throughput results (PubChem BioAssay)
OXTR agonist = human OXTR agonism | P30559 | CHO-OTR cells, Fluo-8 calcium fluorescence; normalized: DMSO 0%, oxytocin 100% | activation, % at 3 µM | hit rate 0.32% among 320,000 | AID 2435;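 active = activation above the mean of all tested compounds plus 3 SD, cutoff set per screening run, cut at about 20% in these data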;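 note: peak over basal fluorescence ratio from a 100 s FLIPR kinetic read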
Target sequence (P30559 whole entry, looked up): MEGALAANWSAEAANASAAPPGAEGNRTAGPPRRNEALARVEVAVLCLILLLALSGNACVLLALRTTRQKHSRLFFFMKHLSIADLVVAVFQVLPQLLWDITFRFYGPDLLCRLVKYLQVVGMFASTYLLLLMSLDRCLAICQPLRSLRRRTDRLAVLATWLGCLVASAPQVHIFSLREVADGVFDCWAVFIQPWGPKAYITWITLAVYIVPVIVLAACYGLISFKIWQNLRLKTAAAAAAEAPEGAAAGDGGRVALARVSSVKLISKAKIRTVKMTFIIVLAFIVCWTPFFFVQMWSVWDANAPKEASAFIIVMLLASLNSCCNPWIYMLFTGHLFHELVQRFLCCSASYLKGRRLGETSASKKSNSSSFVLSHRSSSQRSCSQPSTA
NALP1 yeast inh = blocks the NALP1 inflammasome reconstituted in yeast; S. cerevisiae NALP1/ASC/caspase-1 growth, X-gal OD620, 72 h; inhibition, % at 10 µM; hit rate 0.61% among 280,000; AID 2071; in the data active = inhibition mostly above about 24%, no sharp cut-off; inactive = mostly below about 32%; note: some compounds called inactive have numbers as strong as hits
MEKK2 WT-MEK5 = raises or lowers MEK5 binding to wildtype human MEKK2 PB1 domain. bead flow cytometry, Alexa488-MEK5 binding to MEKK2 WT; actives lie on both sides. binding response (% of control), % at 10 µM. hit rate 1.1% among 290,000. AID 1531; in the data active = binding response below about 67% or above about 130%
PHOSPHO1 block = blocks human PHOSPHO1 phosphatase activity; recombinant PHOSPHO1, absorbance phosphatase assay; AID 1565; hit rate 1.1% among 290,000; inhibition, % at 13.3 µM; in the data active = inhibition above about 60%
Target sequence (Q8TCT1 whole entry, looked up): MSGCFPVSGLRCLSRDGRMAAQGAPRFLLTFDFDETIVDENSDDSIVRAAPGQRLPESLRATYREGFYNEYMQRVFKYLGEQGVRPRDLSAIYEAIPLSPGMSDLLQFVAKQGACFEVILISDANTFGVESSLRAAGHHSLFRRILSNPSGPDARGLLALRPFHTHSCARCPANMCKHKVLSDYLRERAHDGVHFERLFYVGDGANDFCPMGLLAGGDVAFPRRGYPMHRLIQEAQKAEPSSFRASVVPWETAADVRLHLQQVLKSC
GPR7 antag = human neuropeptides B/W receptor 1 antagonism; inhibition, % at 4.4 µM; P48145; AID 1861; hit rate 1.1% among 290,000; GPR7-expressing cells, fluorescence antagonist assay; in the data active = inhibition above about 16%, passing the limit was not always enough;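 note: cells stimulated with the agonist NPW; 0% = agonist with vehicle and 100% = vehicle without agonist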
Target sequence (P48145 whole entry, looked up): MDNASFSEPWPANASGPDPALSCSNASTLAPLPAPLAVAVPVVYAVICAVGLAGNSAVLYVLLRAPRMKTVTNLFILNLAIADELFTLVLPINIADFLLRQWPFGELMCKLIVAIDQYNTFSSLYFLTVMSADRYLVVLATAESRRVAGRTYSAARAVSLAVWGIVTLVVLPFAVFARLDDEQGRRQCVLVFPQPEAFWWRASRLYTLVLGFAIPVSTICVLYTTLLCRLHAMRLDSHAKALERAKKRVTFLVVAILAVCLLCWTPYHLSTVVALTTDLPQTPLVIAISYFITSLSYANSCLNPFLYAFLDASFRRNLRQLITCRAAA
MEKK2 mut-MEK5 = signal of MEK5 binding to mutant human MEKK2 PB1 domain | bead flow cytometry, Alexa488-MEK5 binding to MEKK2 mutant | percent response, % at 10 µM | hit rate 0.35% among 290,000; in the data active = percent response above about 24%, passing the limit was not always enough; note: inactives centre near 1; some results filed as inactive read as strong as hits; reference of the scale not given here
FID counter = displaces DNA intercalator in HCV helicase counter-screen; DNA fluorescent intercalator displacement, fluorescence; inhibition, % at 7.9 µM; hit rate 0.17% among 290,000; AID 1845; in the data active = inhibition above about 37%;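 note: 0% = vehicle and 100% = reference compound; higher means more ethidium bromide displaced from hairpin DNA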
M18AAP inhibitor = blocks P. falciparum M18 aspartyl aminopeptidase; recombinant PfM18AAP, H-Glu-NHMec fluorogenic cleavage; inhibition, % at 7.35 µM; hit rate 1.2% among 290,000; AID 1822;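 active = inhibition above the campaign mean inhibition over all tested compounds plus 3 SD, cut at about 28% in these data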;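 note: 0% = plate median of test compound wells and 100% = 2 mM ZnCl2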
MEKK3 PB1 HTS = MEKK3-MEK5 PB1 interaction, increase or decrease; Q99759; bead-based flow cytometry, Alexa488-MEK5 binding to MEKK3; actives lie on both sides; 0 = blocked by unlabeled MEK5, 100 = vehicle; binding response (% of control), % at 10 µM; hit rate 1.4% among 290,000; AID 1529;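 active = binding response more than 3 SD above or below the average of its plate-row segment, actives on both sides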;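 note: Alexa488 bead fluorescence after subtracting the streptavidin-only scavenger bead signal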
The depositor's hits bear a star; . = no result given.

Each structure is followed by: OXTR agonist, NALP1 yeast inh, MEKK2 WT-MEK5, PHOSPHO1 block, GPR7 antag, MEKK2 mut-MEK5, FID counter, M18AAP inhibitor, MEKK3 PB1 HTS
COC(=O)CSc1nc2sc3c(c2c(=O)n1-c1ccc(OC)cc1)CCN(C)C3
  ., 7, 93, 23, 9, -5, -4, 16, 93
O=C1CNCc2[nH]c3ccccc3c2N1c1ccccc1
  1.4, 16, 98, -1, -6, 1, -4, 5, 101
COc1ccc(C/C(N)=N/n2cnnc2)cc1
  -0.1, 8, 96, -4, -14, 1, 1, -6, 101
COC(=O)c1coc(-c2ccc(OC)cc2)c1C(=O)OC
  -1.8, 2, 97, -20, -10, -9, -11, -5, 96
CC(C)(C)OC(=O)COc1cc(O)c2c(=O)cc(-c3ccccc3)oc2c1
  -1.0, 30, 81, -4, 4, -13, 5, 5, 88
COc1ccc(OC)c(NC(=O)CSC2=NCCS2)c1
  -1.2, 18, 103, 14, -7, 6, -21, 3, 106
Cc1cccc(NS(=O)(=O)c2cc3c(cc2C)N(C)CCO3)c1
  0.2, -17, 104, -93, -6, 0, -24, 1, 101
COc1ccc(C2=CSC3=NCCN23)cc1OC
  -0.3, 7, 107, 39, -12, 4, 1, 1, 104
COc1ccc(/C=C(\CC(=O)O)c2nc3ccccc3s2)cc1O
  -0.3, 9, 95, -1, -3, -6, -28, 8, 101
CC(=O)Nc1ccc(OCC(O)CN2CCN(c3ccc(C)c(Cl)c3)CC2)cc1 (stereo unspecified)
  13, -26, 99, -7, 16, 2, -5, 8, 100
Cc1nc([N+](=O)[O-])c(Br)n1CC(=O)c1cccc([N+](=O)[O-])c1
  1.7, 10, 95, 36, -1, -3, 7, 3, 94
O=C(Cc1ccccc1)N/N=C/c1cccc([N+](=O)[O-])c1
  -0.1, -1, 103, 7, 2, 2, 0, 6, 105
COc1ccc(CC(=O)Oc2ccccc2C)cc1
  -2.7, 4, 102, 13, -11, 1, -17, -8, 100
NS(=O)(=O)c1cccc(NC(=O)CSc2nnc(-c3ccccc3F)n2C2CC2)c1
  0.7, 4, 91, 28, -5, -9, -24, 16, 91
O=[N+]([O-])c1cc(Br)c(O)c(C=Nc2ccc(N3CCOCC3)cc2)c1
  2.2, -9, 91, -26, -10, -8, 4, 21, 104
CN(Cc1ccccc1)C(=O)CN1C(=O)NC(C)(c2ccc(Cl)cc2)C1=O (stereo unspecified)
  5.1, 0, 99, 39, -10, -1, -28, -4, 101
Cc1cc(/C=C(/C#N)C(=O)O)c(C)n1CCC(C)C
  0.3, 20, 101, -4, -6, 0, -10, 2, 101
CC1CC(C)CN(CC(=O)Nc2ccc3c(c2)OCCO3)C1 (stereo unspecified)
  0.4, -1, 87, 52, 10, -4, 5, -1, 93
O=C(c1ccccc1)N1CCCC(C(=O)N2CCCCCC2)C1 (stereo unspecified)
  0.7, 1, 102, 2, -8, 4, -7, -1, 102
COCCOC(=O)c1c(NC(=O)CN2c3ccccc3CC2C)sc(C(N)=O)c1C (stereo unspecified)
  -1.3, 2, 98, -65, 6, -5, -24, -1, 100
CC(C)Cn1c(N)c(C(=O)COC(=O)[C@@H]2CCCN2C(=O)c2cccs2)c(=O)n(C)c1=O
  -1.4, -4, 106, 15, -15, 1, -23, -5, 106
CCOc1ccc(CCNC(=O)CSCc2ccc(C)cc2)cc1OCC
  -1.8, 25, 107, -24, -13, 1, -34, 1, 117
COc1ccc(NS(=O)(=O)c2ccc(NC(=O)Cc3cccs3)cc2)cc1
  14, 9, 105, -18, 4, 3, 0, 0, 104
CCc1ccc(N(CC(=O)NC(C)C)C(=O)CCC(=O)Nc2ccccn2)cc1
  1.9, 7, 92, 14, 7, 0, -36, 15, 94
O=c1oc2c(-c3cccc(F)c3)cc(O)cc2s1
  1.6, 16, 96, -125, -4, -2, -15, 26, 99
CC1(C)Cc2c(sc3nnn(Cc4ccc(Cl)cc4)c(=O)c23)CO1
  -2.0, 12, 104, -17, -6, 0, -6, 1, 91
C=CCS(=O)(=O)N1CCCC(C(=O)c2cccc(Cl)c2)C1 (stereo unspecified)
  -1.3, -3, 99, 34, 2, 1, -5, -11, 102
O=C(CSCc1ccc(C(=O)O)cc1)Nc1ccccc1
  0.6, 8, 101, 52, -15, 0, 2, 4, 100
CCc1nnc(NC(=O)c2nn(-c3ccccc3)nc2C)s1
  -2.5, -3, 106, -20, -17, 1, -21, 5, 99
COc1ccc(C)cc1S(=O)(=O)Nc1ccccc1
  0.1, 5, 100, 8, -6, 0, -7, -6, 99
COc1ccc(COc2cc(-c3cccc(OC)c3)nc3ccc(NC(=O)c4ccc(Cl)cc4)cc23)cc1
  1.6, 23, 94, -1, -6, -5, -3, 2, 106
OC(CN1CCN(Cc2ccccc2)CC1)c1ccccc1 (stereo unspecified)
  1.1, 11, 100, -4, -10, -4, 2, -11, 98
O=C(c1cc2ccccc2o1)N1CCN(S(=O)(=O)/C=C/c2ccccc2)CC1
  0.5, 8, 78, 36, -12, -11, -24, -7, 91
OC(C[n+]1ccccc1)c1ccccc1 (stereo unspecified)
  0.7, 11, 106, 30, -16, 2, 0, -9, 104
O=C(Nc1cccc(Cl)c1)C1CCCN(S(=O)(=O)c2ccc(F)cc2)C1 (stereo unspecified)
  0.8, 0, 103, 5, -4, 0, -9, 3, 103
CCOC(=O)c1c(-c2cccc([N+](=O)[O-])c2)csc1NC(=O)C1CC1
  -1.4, 9, 101, 5, 1, 3, -2, 3, 102
O=C(/C=C/c1cc2c(cc1Br)OCO2)NCc1ccc(Cl)cc1
  0.6, -2, 106, 15, -8, 8, 0, -4, 101
Cc1cc(C)cc(OCC(=O)NNC(=O)c2cc3ccccc3oc2=O)c1
  ., -8, 110, 8, -2, 4, -4, -2, 106
O=C(CN(CCc1ccccc1)C(=O)Cn1nnc(-c2cccs2)n1)NCc1ccco1
  0.6, 11, 95, 4, 0, -6, -20, -8, 97
COc1cccc(NC(=O)CCS(=O)(=O)c2cccs2)c1
  0.5, 18, 97, 18, 3, -4, -1, -5, 97
O=c1c2ccccc2n(CC(O)CN2CCOCC2)c2ccccc12 (stereo unspecified)
  -0.2, 18, 105, 37, 42*, -2, 7, -2, 100
Cc1nc(/N=C(\N)NC(=O)NC2CCCCC2)nc2ccccc12
  -0.5, 5, 108, -8, 8, 2, 2, 4, 92
COc1ccc(CC(C)N2CCN(c3ccccc3)CC2)cc1OC (stereo unspecified)
  0.4, 1, 104, 6, 3, 7, 3, -3, 100
C=CCn1c(SCC(=O)NC(C)(C)C)nnc1-c1ccccc1O
  0.1, 2, 111, -3, -4, 1, -10, -9, 104
Nc1nc(NCc2ccco2)nc(NC2CCCCC2)c1[N+](=O)[O-]
  -0.6, -16, 100, -8, -13, 4, -1, 4, 98
O=C(NCc1ccccc1)c1nc2ccccc2s1
  -2.2, 12, 102, 16, 12, 5, -7, 5, 108
COc1ccccc1-n1cnnc1SCC(=O)N1CCN(S(=O)(=O)c2ccccc2)CC1
  -1.1, -1, 107, 88*, 1, 0, -21, 22, 103
CC(C)Oc1ccc(CCc2nnc(SC(C)C(=O)O)n2-c2ccccc2)cc1 (stereo unspecified)
  -0.1, -18, 105, 18, -13, 6, -39, 1, 106
Cc1nnc(SCC(=O)NC(=O)NC(C)(C)C)s1
  0.5, -18, 96, 23, -8, -6, -12, -4, 89
CNC(=O)c1[nH]cnc1C(=O)Nc1ccc(OC)cc1
  -0.9, ., 80, 18, -11, -10, -4, 5, 76
CCn1c(SCC(=O)Nc2ccc(NC(C)=O)cc2)nc2c1c(=O)n(C)c(=O)n2C
  -0.3, 5, 96, 28, -6, -5, -13, 1, 103
Cc1ccc(Nc2nc3ccccc3n3cnnc23)cc1Cl
  -1.0, 15, 100, -11, -21, 4, -7, 4, 100
O=C(COc1ccc(Cl)cc1)Nc1ccc2[nH]ncc2c1
  0.3, 0, 102, 46, -7, 7, -4, 2, 104
O=[N+]([O-])c1ccc(N2CCN(CC3CCCCC3)CC2)cc1
  -2.7, 15, 107, 39, 17, 7, 3, 4, 104
CC(C)Oc1ccc(C(CC(=O)O)NC(=O)Cc2ccc(Cl)cc2)cc1 (stereo unspecified)
  0.9, 2, 112, 33, -4, 6, -40, 0, 108
Cc1cc(N(C)C)ccc1N=Nc1ccc2ncccc2c1
  -0.8, 10, 85, 30, -13, 9, -13, -8, 77
COc1ccc(OC)c(S(=O)(=O)N2CCCCC2C(=O)N2CCN(c3ccccn3)CC2)c1 (stereo unspecified)
  0.1, 37, 93, -12, -12, -2, -23, 1, 91
COc1ccccc1NC(=S)N1CCC(NC(=O)C23CC4CC(CC(C4)C2)C3)CC1
  -0.5, -1, 90, 39, -4, -5, -2, -2, 85
C/C(=N\NC(N)=O)C1CC(CC(C)C)C(=O)O1 (stereo unspecified)
  0.1, -10, 103, -4, 3, 5, -7, 1, 98
COc1ccc(OC)c(C2NC(=S)NC(C)=C2C(=O)Nc2ccccn2)c1 (stereo unspecified)
  -0.7, 8, 102, -20, -12, 1, -7, 2, 104

A draw from above in order of SMILES length, smallest number first.
Each structure is followed by: OXTR agonist, NALP1 yeast inh, MEKK2 WT-MEK5, PHOSPHO1 block, GPR7 antag, MEKK2 mut-MEK5, FID counter, M18AAP inhibitor, MEKK3 PB1 HTS
CCOc1ccc(CCNC(=O)CSCc2ccc(C)cc2)cc1OCC
  -1.8, 25, 107, -24, -13, 1, -34, 1, 117
CC1(C)Cc2c(sc3nnn(Cc4ccc(Cl)cc4)c(=O)c23)CO1
  -2.0, 12, 104, -17, -6, 0, -6, 1, 91
COc1ccccc1NC(=S)N1CCC(NC(=O)C23CC4CC(CC(C4)C2)C3)CC1
  -0.5, -1, 90, 39, -4, -5, -2, -2, 85

(listing goes on)
Each structure is followed by: OXTR agonist, NALP1 yeast inh, MEKK2 WT-MEK5, PHOSPHO1 block, GPR7 antag, MEKK2 mut-MEK5, FID counter, M18AAP inhibitor, MEKK3 PB1 HTS
COc1cccc(/C=C/C(=O)OCC(=O)Nc2cc(S(=O)(=O)N3CCOCC3)ccc2C)c1
  2.4, 32, 106, -26, -3, -1, -31, -2, 98
Cc1cc(C)n(CCC(=O)N/N=C/c2ccccc2O)n1
  4.1, 24, 101, -16, -7, 15, -5, 1, 98
Cc1ccccc1OCC(O)Cn1c(=N)n(Cc2ccccc2)c2ccccc21 (stereo unspecified)
  18, ., 136, 32, 35*, 2, 30, 0, 104
CCN(CC)c1ccc([N+](=O)[O-])cc1/C=N/NC(=O)CC#N
  -1.5, 14, 97, 2, 2, -1, 0, 24, 96
